High-throughput results (PubChem BioAssay)
NPY Y2 blocker: NPY-Y2 (human) receptor antagonism; P49146; NPY-Y2 expressing cells, antagonist mode; inhibition, % at 2.7 µM; 0.99% of 140,000 active; AID 793; in the data active = inhibition above about 17%;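 also: 0% = vehicle with agonist challenge and 100% = reference antagonist with challenge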
Target sequence (P49146 whole entry, looked up): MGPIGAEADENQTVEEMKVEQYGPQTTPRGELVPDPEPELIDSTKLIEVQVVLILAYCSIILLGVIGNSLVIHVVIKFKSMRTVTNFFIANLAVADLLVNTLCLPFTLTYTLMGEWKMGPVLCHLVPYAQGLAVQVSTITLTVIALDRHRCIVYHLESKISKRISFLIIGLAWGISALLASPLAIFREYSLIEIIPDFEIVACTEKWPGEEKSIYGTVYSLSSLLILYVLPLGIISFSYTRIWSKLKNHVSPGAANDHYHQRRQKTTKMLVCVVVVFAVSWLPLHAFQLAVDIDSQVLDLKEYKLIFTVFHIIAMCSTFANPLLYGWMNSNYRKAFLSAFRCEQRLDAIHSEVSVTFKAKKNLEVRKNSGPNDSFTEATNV
Measles CPE: protection of cells from measles virus; Measles virus-infected cells, CPE protection, absorbance; protection (pct of control), % at 4 µM; 1.5% of 140,000 active; AID 841; in the data active = protection mostly above about 24%, no sharp cut-off; inactive = mostly below about 26%; also: some compounds called inactive have numbers as strong as hits
bCat KO growth: beta-catenin-lacking colon tumor cell growth suppression; HCT116 beta-catenin knockout viability, CellTiter-Glo, 60 h; active compounds read low; viability, % at 10 µM; 1.5% of 140,000 active; AID 818;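 active = viability at or under a set limit, the compound median less 4 SD, cut at about 6% in these data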;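 also: 0% = Hyamine 1622 control at 20 µM and 100% = untreated cell control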
MRP1 act: activators of MRP-1; H69AR cells + doxorubicin, viability rescue, CellTiter-Glo; viability increase, % at 10 µM; 0.61% of 140,000 active;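 active = viability gain under doxorubicin at or above a set limit, the compound median plus 3 SD, cut at about 4.7% in these data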;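 also: MRP-1 overexpressing cells given doxorubicin 25 µM after compound pretreatment; 18-22 h compound pretreatment then 72 h with doxorubicin before readout; 0% = doxorubicin-only wells and 100% = vehicle-treated cells without doxorubicin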
GALR2 antag: antagonists of human galanin receptor 2 (GALR2); O43603; GALR2-expressing cells, antagonist mode; inhibition, % at 4 µM; 0.39% of 140,000 active; AID 828; in the data active = inhibition above about 27%;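 also: cells stimulated with galanin 1-16 at roughly its EC80; 0% = agonist challenge control and 100% = basal control without agonist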
Target sequence (O43603 whole entry, looked up): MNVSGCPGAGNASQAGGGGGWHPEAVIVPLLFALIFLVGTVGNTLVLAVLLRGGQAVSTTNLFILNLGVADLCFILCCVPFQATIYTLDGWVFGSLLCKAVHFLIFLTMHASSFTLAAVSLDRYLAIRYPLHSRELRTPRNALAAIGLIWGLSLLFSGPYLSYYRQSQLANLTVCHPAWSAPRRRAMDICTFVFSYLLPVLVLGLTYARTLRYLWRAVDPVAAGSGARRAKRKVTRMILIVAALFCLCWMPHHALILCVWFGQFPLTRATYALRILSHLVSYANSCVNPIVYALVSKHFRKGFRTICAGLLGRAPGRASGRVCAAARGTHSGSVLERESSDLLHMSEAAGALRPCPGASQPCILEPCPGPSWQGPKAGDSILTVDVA
HCT116 PTEN-null: suppresses growth of cells with PTEN deletion; 1.2% of 140,000 active; AID 827; viability, % at 10 µM; HCT116 PTEN-null viability, CellTiter-Glo, 60 h; active compounds read low;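 active = viability at or below a set limit, 4 SD under the median of all tested compounds, cut at about 3.7% in these data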;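 also: PTEN knockout HCT116 line with beta catenin targeted HCT116 as companion control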
Yeast growth inh: reduces growth of yeast BB579 in restrictive medium | inhibition, % at 10 µM | 0.51% of 140,000 active | S. cerevisiae BB579 growth, OD615, 48 h;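 active = inhibition above a set limit, 3 SD over the mean compound inhibition, cut at about 44% in these data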; also: inactives centre near -24
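Material: Saccharomyces cerevisiae DeaD strain BB579, replicative lifespan model yeast; buffer or medium: CSMM-D restrictive synthetic medium containing dextrose (glucose); compound: 10 µM single dose, DMSO 0.25%; timing: 48 h compound exposure at 30 °C after 4 h preincubation; signal: turbidity as optical density at 615 nm; benchmarks: positive control amphotericin B 10 µg/mL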
Phagocytosis inh: macrophage phagocytosis inhibition | J774A.1 macrophage IgG-bead phagocytosis, imaging | inhibition, % at 5 µM | 0.07% of 110,000 active | AID 1029;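 active = inhibition above the mean of the plate negative controls plus 5 SD, cut at about 13% in these data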;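 also: phagocytic index as fraction of beads internalized from green versus red external bead signal; plate controls were DMSO negative control for no effect and cytochalasin-D positive control for full effect; some results beyond the cut were filed as inactive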
Yeast life ext: extends the lifespan of yeast | 0.68% of 130,000 active | inhibition of the nicotinamide effect, % at 10 µM | S. cerevisiae growth with nicotinamide, OD615; deaD strain in restrictive glucose medium;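 active = inhibition above a set limit, placed 3 SD over the median of all compounds, cut at about 26% in these data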;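 also: 0% = nicotinamide-treated wells and 100% = cells grown without nicotinamide; some compounds called inactive have numbers as strong as hits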
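Test system – modified budding yeast, DeaD strain · Compound – single dose 10 µM compound, 0.25% DMSO · Times – culture preincubation 4 h, compound exposure 48 h, both 30 °C · Detection – optical density (absorbance) at 615 nm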
E-sel TNF inh: blocks E-selectin expression induced by TNF alpha | HUVEC TNFa-induced E-selectin immunofluorescence, high content | inhibition, % at 2 µM | 0.71% of 120,000 active;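 active = inhibition above the batch mean plus 3 SD, and confirmed as a hit on visual image review, cut at about 43% in these data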;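 also: 0% = TNF-stimulated DMSO wells and 100% = unstimulated control wells; not every result past the cut was called active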
Active calls of the source: *; · = not tested or not shown.

SMILES | NPY Y2 blocker | Measles CPE | bCat KO growth | MRP1 act | GALR2 antag | HCT116 PTEN-null | Yeast growth inh | Phagocytosis inh | Yeast life ext | E-sel TNF inh
CCOC(=O)N1CCN(S(=O)(=O)c2cc(Cl)ccc2Cl)CC1 | 2 | 11 | 98 | -2.2 | 11 | 95 | -28 | · | 0 | 24
CCc1nnc(NC(=O)c2ccc(-c3ccccc3Cl)o2)s1 | 0 | 10 | 102 | 2.7 | -8 | 101 | -46 | -2 | -8 | -2
O=C(Nc1ncc2c(n1)CC(c1ccco1)CC2=O)c1ccc(Cl)cc1 (stereo not given) | 0 | 32 | 80 | -1.5 | 1 | 88 | -41 | 0 | -13 | 4
O=C(Cn1c(-c2cncs2)nc2ccccc21)NCc1ccccc1 | 3 | 13 | 83 | -2.5 | 7 | 96 | 11 | -2 | -4 | -7
O=C(CSc1ncn[nH]1)Nc1ccc2c(c1)OCCO2 | 2 | 23 | 93 | -0.6 | 0 | 97 | -38 | 0 | -5 | 7
CCOc1cc(C(=O)NCc2ccc(-c3nc4ccccc4o3)cc2)cc(OCC)c1OCC | 0 | 4 | 31 | -5.6 | 1 | 34 | -19 | 1 | -9 | 66*
O=C(OCc1ccccc1)c1cccc(-c2nnc(-c3ccccc3)o2)c1 | 6 | 19 | 81 | 2.2 | -3 | 81 | -22 | · | 1 | -44
COC(=O)c1nn(-c2ccccc2)ccc1=O | 3 | 7 | 105 | 0.1 | 4 | 98 | -19 | -1 | -3 | 27
COC(=O)C(C(=O)OC)C(C)C(C(=O)OC)C(=O)OC | 2 | 7 | 109 | -0.8 | -5 | 106 | -27 | 0 | 0 | 0
CCOC(=O)N1CCN(C(=O)C(=O)Nc2ccc3nc4n(c(=O)c3c2)CCCCC4)CC1 | -1 | 3 | 91 | -1.0 | -3 | 95 | 0 | 0 | -6 | -10
CC(C)CC(NC(N)=O)C(=O)OCC(=O)NC(=O)NC1CCCC1 (stereo not given) | 0 | 4 | 91 | -0.1 | 12 | 100 | -33 | 0 | -6 | ·
O=C(CCCC(=O)NCc1ccccc1)NCc1ccccc1 | 0 | 2 | 88 | -0.5 | 5 | 103 | -6 | 0 | 7 | ·
O=C(Nc1ccccc1C(F)(F)F)N1CCN(C(c2ccccc2)c2ccccc2)CC1 | 9 | 6 | 89 | -0.3 | -3 | 85 | -39 | 1 | -7 | 15
Cc1sc2nc(SCC(=O)NCc3ccco3)n(C)c(=O)c2c1C | 4 | 7 | 99 | -1.8 | -3 | 112 | -74 | -1 | -4 | -36
CCN(CC)CCCNC(=S)N(Cc1ccco1)Cc1cc2cc3c(cc2[nH]c1=O)OCCO3 | -2 | 22 | 81 | -2.5 | -8 | 88 | -23 | -7 | 0 | -5
Cc1cc(C(=O)NCC(=O)OCC(=O)N2CCCCCC2)ccc1[N+](=O)[O-] | 1 | 13 | 96 | -1.2 | 6 | 98 | -20 | -7 | -4 | -37
O=C(CSc1nnc(-c2ccc(O)cc2)n1Cc1ccco1)c1ccccc1 | 5 | 8 | 90 | -0.6 | -3 | 104 | -39 | 1 | 0 | 12
COc1ccc(NC(=O)N2CCCC2C(=O)Nc2ccc(C)cc2)cc1 (stereo not given) | -1 | 28 | 97 | 0.6 | -11 | 106 | -28 | 0 | -3 | 7
COc1ccc(C(=O)OC(C)CN2CCN(C)CC2)cc1OC (stereo not given) | 0 | 30 | 100 | 0.1 | -4 | 97 | -29 | · | -11 | ·
COc1ccc(NC(=O)c2c(SC)nsc2SC)cc1 | 5 | 15 | 93 | -0.9 | 2 | 98 | -23 | -1 | -8 | 4
COc1ccc(-c2cnn3c4c(c(C)nc23)CCN4C2CCCC2)cc1OC | 0 | 2 | 68 | 0.5 | 1 | 83 | 2 | 0 | -12 | ·
CC(C)[C@H](NC(=O)Nc1ccc2c(c1)OCCO2)C(=O)O | 4 | 2 | 96 | -0.2 | -5 | 101 | -17 | 3 | -9 | -12
NC(=O)c1ccc(F)cc1 | -3 | 2 | 95 | 0.2 | -7 | 93 | -29 | · | -1 | 16
COc1ccc(NC(=O)NC23CC4CC(CC(C4)C2)C3)cc1OC | 1 | 20 | 94 | -1.4 | 9 | 94 | -13 | 0 | -12 | -2
Cc1cccc(NC(=O)c2cc(N3C(=O)CCC3=O)ccc2Cl)n1 | 3 | 11 | 89 | -1.7 | 2 | 90 | -9 | · | -16 | -6
O=C(CCN1C(=O)c2ccncc2C1=O)Nc1ccc2c(c1)OCCO2 | 1 | 9 | 95 | -0.4 | 8 | 110 | -4 | -1 | -9 | -7
O=C(NCc1ccco1)c1ccc(S(=O)(=O)c2cccc(S(=O)(=O)N3CCOCC3)c2)cc1 | 1 | 7 | 91 | -1.4 | -4 | 96 | -11 | -2 | -14 | 16
c1ccc(C2=NCCCN2)cc1 | -2 | 7 | 90 | -2.5 | 1 | 90 | -9 | 0 | -19 | ·
CCOC(=O)CN1C(=O)S/C(=C/c2ccc3c(c2)n(C)c(=O)n3C)C1=O | 2 | 10 | 76 | -2.6 | 7 | 77 | -26 | -5 | -5 | ·
CCOc1c2ccc(C(=O)NCc3ccc(OC)cc3)cc2nn1CCOC | 1 | 6 | 99 | -0.1 | 4 | 101 | 0 | · | -20 | -25

Exported comma-delimited: part of the list above
SMILES,NPY Y2 blocker,Measles CPE,bCat KO growth,MRP1 act,GALR2 antag,HCT116 PTEN-null,Yeast growth inh,Phagocytosis inh,Yeast life ext,E-sel TNF inh
COc1ccc(NC(=O)N2CCCC2C(=O)Nc2ccc(C)cc2)cc1 (stereo not given),-1,28,97,0.6,-11,106,-28,0,-3,7
COc1ccc(C(=O)OC(C)CN2CCN(C)CC2)cc1OC (stereo not given),0,30,100,0.1,-4,97,-29,·,-11,·

Continued.
SMILES | NPY Y2 blocker | Measles CPE | bCat KO growth | MRP1 act | GALR2 antag | HCT116 PTEN-null | Yeast growth inh | Phagocytosis inh | Yeast life ext | E-sel TNF inh
CCC1CCCCN1c1cc(C)nc2cc(-c3cccc(C)c3)nn12 (stereo not given) | 3 | 7 | 68 | 2.7 | -13 | 60 | 7 | 0 | -13 | 25
Cc1nn2c(nc(N3CCCCC3)c3ccccc32)c1C=O | 7 | 10 | 75 | -2.7 | -14 | 73 | -1 | -1 | -4 | ·
O=C(CCS(=O)(=O)c1ccc(Br)cc1)N1CCN(c2ccccc2Cl)CC1 | 4 | 10 | 91 | 0.4 | 3 | 88 | -26 | · | 1 | 13
C=C(C)C(=O)OCCCCCCOc1ccc(C(=O)O)cc1 | 1 | 3 | 63 | 0.0 | 2 | 60 | -29 | -1 | -12 | ·
CNc1oc(/C=C/c2ccccc2)nc1C#N | -3 | 13 | 91 | -1.8 | 3 | 104 | 0 | -12 | -8 | 19
CCCc1nc(SCC(=O)Nc2nc3c(s2)CCCC3)c2ccccc2n1 | 8 | 14 | 111 | 2.1 | 0 | 98 | -3 | · | -14 | 27
O=C(NCCCn1ccnc1)C(=O)NCC1OCCCN1S(=O)(=O)c1ccccc1 (stereo not given) | 1 | 9 | 94 | 0.5 | 27 | 95 | -62 | -3 | 1 | 9
CN(C)c1ccc(-n2cccc2/C=N/n2cnnc2)cc1 | 1 | 26 | 90 | -1.6 | 1 | 92 | -21 | -4 | 4 | -3
Cn1c(=O)c2[nH]c(CN(Cc3ccccc3)Cc3ccccc3)nc2n(C)c1=O | 0 | 4 | 58 | -0.7 | -3 | 51 | -60 | -2 | -8 | -1
O=c1cc(-c2ccccc2)nc(N2CCN(Cc3ccccc3)CC2)[nH]1 | 1 | 2 | 80 | -4.7 | -7 | 70 | -19 | 0 | -12 | -20
COc1ccc([N+](=O)[O-])cc1NC(C)C | 1 | 6 | 79 | -1.3 | 4 | 91 | -35 | -2 | -5 | ·
Cc1ccc(C)c(Cn2nnc3c(=O)[nH]c(C4CCCN(C(=O)CC(C)C)C4)nc32)c1 (stereo not given) | 4 | 3 | 90 | -1.4 | 1 | 88 | -82 | -2 | -14 | ·
O=C(OCc1nnc(-c2ccc(Cl)cc2)o1)c1ccc(=O)n(Cc2ccccc2)n1 | 8 | 17 | 107 | 0.7 | -23 | 96 | -16 | 0 | -12 | -5
CCSc1nc2[nH]ncc2c(=O)[nH]1 | 2 | 20 | 89 | 0.6 | 2 | 98 | -32 | -3 | 1 | ·
Fc1ccccc1/C=C1\CCCC2=C1Nc1nnnn1C2c1ccccc1F (stereo not given) | 0 | 16 | 43 | -5.1 | 0 | 30 | -26 | · | -10 | -1
Cc1ccc(-n2nc3c(c2NC(=O)c2ccc(OC(C)C)cc2)CS(=O)C3)cc1 (stereo not given) | 16 | 10 | 90 | -1.8 | -5 | 88 | -25 | 1 | -2 | ·
N#CC1=C(N)N(c2ncn[nH]2)C2=C(C(=O)CCC2)C1c1ccc(F)cc1 (stereo not given) | 2 | 13 | 91 | -1.4 | 1 | 85 | -30 | -4 | 0 | ·
COc1ccccc1N1CCN(C(=O)CC2NC3CCCCC3NC2=O)CC1 (stereo not given) | 5 | 22 | 99 | -1.5 | 18 | 95 | -29 | -2 | 3 | 10
CCCNCc1cc(OCC)c(OCC(N)=O)cc1Br | 3 | 3 | 88 | -0.2 | -4 | 93 | 9 | -3 | -7 | 41
Cc1ccc(Nc2nc(CSc3nnc(-c4ccncc4)n3-c3ccccc3C)cs2)cc1 | 2 | 11 | 51 | 1.4 | -8 | 50 | -43 | -8 | -4 | ·
Cc1ccc(CS(=O)(=O)CCC(=O)NCc2ccccn2)cc1 | 1 | 6 | 105 | -2.2 | -1 | 93 | -16 | -3 | -6 | 6
COc1cc2c(cc1NC(=O)C(C)OC(=O)/C=C/c1ccc(OC(F)F)cc1)oc1ccccc12 (stereo not given) | 4 | 3 | 83 | -2.7 | 7 | 78 | -18 | -5 | -1 | -13
Cc1ccc(OCC(=O)Nc2cccc(O)c2)cc1C | 0 | 11 | 101 | -0.1 | 1 | 98 | -10 | 0 | -10 | -28
Cn1nnnc1-c1cc(Br)ccc1NC(=O)c1ccccc1 | -1 | 23 | 97 | -1.4 | -3 | 103 | -16 | · | -5 | ·
Cc1cc(C)cc(NC(=O)CSc2nc3ccncc3[nH]2)c1 | 0 | 3 | 99 | 0.2 | -3 | 95 | -19 | 0 | -5 | -10
Cc1ccc(C)c(OCCCCn2cnc3ccccc3c2=O)c1 | 4 | 2 | 67 | -1.8 | -1 | 72 | -2 | -2 | -21 | -29
CCOP(=O)(OCC)C(NC(=O)Nc1ccc(Cl)c(Cl)c1)C(N)=O (stereo not given) | -1 | 0 | 91 | -1.6 | -1 | 101 | -16 | -14 | -1 | ·
COc1ccc(N2CCN(C(c3cccc(OC)c3OC)c3nnnn3C3CCCC3)CC2)cc1 (stereo not given) | 9 | 16 | 74 | 2.4 | -8 | 74 | -51 | -1 | -1 | ·
CC(=O)NC1=NN(C(C)=O)C(c2ccc(C(C)C)cc2)S1 (stereo not given) | -1 | 10 | 92 | -2.7 | 3 | 86 | 3 | -7 | 0 | ·
CC1=C(C(=O)OCCOC(C)C)C(c2cc3c(cc2Br)OCO3)C2=C(CCCC2=O)N1 (stereo not given) | 5 | 10 | 90 | -1.3 | -4 | 94 | -84 | · | -16 | 6

Compounds were not picked by outcome; any-hit rate near 6.2%.
